# PKM2 act: activators of human pyruvate kinase M2; P14618; purified PKM2, Kinase-Glo ATP luminescence, activation; response scale: 0% is enzyme alone, no compound; Potency, µM (titrated, usually from 57.5 µM), without a hit: top-dose activation, actives largely listed as activators; actives 0.34% (n = 260,000); AID 1631; note: potency is the fitted concentration of half-maximal effect; % is set by controls: 0 for no effect and ±100 for the full control effect; nearly all actives have a fitted effect of over 55% in size
# Target sequence (P14618 whole entry, looked up): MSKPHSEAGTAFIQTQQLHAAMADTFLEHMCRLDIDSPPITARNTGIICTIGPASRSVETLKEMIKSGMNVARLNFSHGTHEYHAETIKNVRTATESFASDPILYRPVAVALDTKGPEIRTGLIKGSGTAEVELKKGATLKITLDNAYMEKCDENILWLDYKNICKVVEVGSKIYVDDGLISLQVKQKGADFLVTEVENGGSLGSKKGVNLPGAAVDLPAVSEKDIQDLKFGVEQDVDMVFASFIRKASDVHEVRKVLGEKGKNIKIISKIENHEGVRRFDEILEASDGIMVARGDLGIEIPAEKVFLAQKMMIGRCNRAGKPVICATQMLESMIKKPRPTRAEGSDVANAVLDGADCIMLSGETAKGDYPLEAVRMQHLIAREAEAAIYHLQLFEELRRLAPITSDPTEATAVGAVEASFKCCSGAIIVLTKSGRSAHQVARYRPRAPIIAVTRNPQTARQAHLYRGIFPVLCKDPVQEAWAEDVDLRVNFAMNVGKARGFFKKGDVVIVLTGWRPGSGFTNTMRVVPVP
#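 Purified hPK-M2 (>95% pure) converted ADP (0.1 mM final) to ATP with 0.5 mM PEP in 50 mM imidazole pH7.2, KCl, MgCl2, Tween 20, BSA; 1 h at room temperature. ATP detected by Kinase-Glo luminescence.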
# Menin-MLL TR inh: inhibitors of human menin-MLL interaction, mutant MLL peptide | Potency, µM (top dose mostly 61.6 µM), for inactives: at the highest dose FP activity change, negative = inhibition, most hits filed as inhibitors | actives 0.23% (n = 270,000) | Menin + Texas Red MLL mutant peptide, fluorescence polarization | O00255; active = well fitted inhibition curve with a large enough effect in the polarisation, with a control signal flat, not every such curve was filed as active; inconclusive = small, poorly fitted or top-dose-only effect, or effect the other way, or a change in a side signal; inactive = no such curve, though single readings can be large or run the other way; the % refers to the polarisation; note: potency is the fitted concentration of half-maximal effect; % of control where 0% means no effect; many of its hits are not listed in these tables
# Mito fusion yeast: mitochondrial division inhibition or fusion activation. S. cerevisiae fusion-defective mutant growth rescue, CellTiterGlo 48 h. Potency, µM (doses to about 46.1 µM), without a hit: at the top dose growth rescue (activation), usual class: activators. actives 0.23% (n = 320,000). AID 485298;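 note: potency is the fitted concentration of half-maximal effect; % of control where 0% means no effect; nearly all actives have a fitted effect of over 45% in size; temperature-sensitive fusion mutants such as fzo1-1 at 37 °C on non-fermentable ethanol glycerol medium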
#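 S. cerevisiae fusion-defective temperature-sensitive mutants (e.g. fzo1-1, mgm1-5) grown 48 h at 37C in YPEG (ethanol/glycerol non-fermentable) medium with 23 nl compound per well; growth rescue read as CellTiterGlo luminescence.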
# BCR signal inh: chronic active BCR signaling inhibition; AID 493014; Potency, µM (series often up to 46.1 µM), without a hit: at the top dose ratio change, negative = lower green/red ratio, most hits filed as inhibitors; actives 0.05% (n = 340,000); ABC-DLBCL IkBa-CBG/CBR reporter, luminescence ratio, 4 h; active = well fitted inhibition curve with a large enough effect in the signal ratio, with a control signal flat, not every such curve was filed as active; inconclusive = small, poorly fitted or top-dose-only effect, or effect the other way, or a change in a side signal; the % refers to the signal ratio;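 note: potency is the fitted concentration of half-maximal effect; plate controls were basal doxycycline-induced cells for no effect and cells given 10 µM MG132 for full effect; MG132 reads +100%, hits lower the ratio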
#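 Concentration-response series (up to 46 uM) were applied to TMD8 dual-reporter cells for 4 h at 37C with doxycycline. Green/red ratio, after filter-overlap correction, defined %Activity; red signal alone was normalised to basal cells and zero luminescence.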
# Eya2 phos inh: Eya2 (human) phosphatase inhibition; O00167; recombinant Eya2, OMFP fluorescence dephosphorylation (OMFP is methylfluorescein phosphate); Potency, µM (highest dose often 76.9 µM), for inactives: top-dose activity, negative = inhibition, hits mostly inhibitors; actives 0.006% (n = 330,000); AID 488837; note: potency is the fitted concentration of half-maximal effect; % is set by controls: 0 for no effect and ±100 for the full control effect
#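 Eya2 (0.2 uM) preincubated 10 min at ambient with compound, then OMFP substrate added at 50 uM; 10 min reaction in 50 mM HEPES pH 7.5, 50 mM NaCl, 5 uM MgCl2, 0.05% BSA, 1 mM DTT. Fluorescence read at Ex 485/Em 525 nm.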
# USP2a inh: inhibitors of human ubiquitin-specific protease USP2a; O75604; USP2 core, Ub-CHOP2 coupled fluorogenic reporter, 485/531; Potency, µM (series often up to 38.3 µM), for the others: at the top dose activity change, negative = inhibition, hits mostly inhibitors; actives 0.01% (n = 330,000);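 note: potency is the fitted concentration of half-maximal effect; plate controls were DMSO wells for no effect and full inhibition by NEM control for full effect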
#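 Cell-free coupled assay: 10nM USP2 core preincubated 30min RT with compound in Tris-HCl pH 8.0/CaCl2/CHAPS buffer, then 25nM Ub-CHOP2 and 25nM reporter substrate; fluorescence (Ex 485/Em 531) read after 60min RT, normalized to NEM inhibition, concentration-response curves fitted.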
# MBNL1 CUG block: inhibitors of human MBNL1 binding to CUG repeat RNA. Q9NR56. actives 0.036% (n = 280,000). TR-FRET MBNL1-His/biotin-(CUG)12 binding, 665/545 ratio. Potency, µM (doses to about 57.5 µM), for the others: top-dose activity change, negative = inhibition, hits mostly inhibitors; active = well fitted inhibition curve with a large enough effect in the signal ratio, with a control signal flat, not every such curve was filed as active; inconclusive = small, poorly fitted or top-dose-only effect, or effect the other way, or a change in a side signal; inactive = no such curve, though single readings can be large or run the other way; the % refers to the signal ratio; note: potency is the fitted concentration of half-maximal effect; % is set by controls: 0 for no effect and ±100 for the full control effect
# Target sequence (Q9NR56 whole entry, looked up): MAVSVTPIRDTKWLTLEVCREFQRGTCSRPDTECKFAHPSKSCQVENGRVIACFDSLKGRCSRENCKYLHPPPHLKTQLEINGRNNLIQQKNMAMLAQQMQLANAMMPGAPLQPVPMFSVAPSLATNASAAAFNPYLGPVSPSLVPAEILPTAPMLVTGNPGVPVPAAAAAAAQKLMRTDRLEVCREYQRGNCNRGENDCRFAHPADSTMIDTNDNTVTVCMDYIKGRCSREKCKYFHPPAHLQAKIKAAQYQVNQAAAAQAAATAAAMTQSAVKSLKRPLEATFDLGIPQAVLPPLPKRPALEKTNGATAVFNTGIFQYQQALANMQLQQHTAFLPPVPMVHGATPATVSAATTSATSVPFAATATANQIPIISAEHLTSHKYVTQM
#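 Compounds (final 92 nM to 58 uM) are added to His-tagged MBNL1 and biotin-(CUG)12, then terbium anti-His antibody and streptavidin-XL665 (5 nM final). After 60 min at room temperature, the 665/545 nm ratio is read.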
# S-ASM inh: blocks human secretory acid sphingomyelinase; P17405; Potency, µM (titrated, usually from 57.5 µM), inactives show at the top dose activity change, negative = inhibition, most hits filed as inhibitors; actives 0.006% (n = 340,000); placental ASM, HMU-PC fluorogenic substrate, 60 min; AID 504937; note: potency is the fitted concentration of half-maximal effect
#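 Fluorogenic HMU-PC substrate (9 uM final) is turned over by placental ASM in 60 min at 37 C after a 10 min compound preincubation. Reaction ended by alkaline stop (pH 10), with fluorescence read at 386/447 nm.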
# GALK inh: blocks human galactokinase activity. Purified GALK, Kinase-Glo residual ATP luminescence. Potency, µM (series often up to 57.5 µM), for inactives: top-dose activity change, negative = inhibition, most hits filed as inhibitors. actives 0.007% (n = 270,000). AID 1868; note: potency is the fitted concentration of half-maximal effect; % is set by controls: 0 for no effect and ±100 for the full control effect
#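 Luminescence from leftover ATP (Ultra-Glo luciferase/luciferin) served as read-out after a 1 h room-temperature reaction of 5 nM GALK with 35 uM ATP and 100 uM galactose.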
# KCNH2 WT inh: inhibitors of human wildtype KCNH2 potassium channel. U2OS, BacMam KCNH2, thallium flux FluxOr; active compounds read low. activity change, % at 1.84 µM. actives 0.37% (n = 340,000);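 active = maximum activity change below -70%; inconclusive = maximum activity change between -70% and -50%; inactive = maximum activity change above -50%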; note: % is set by controls: 0 for no effect and ±100 for the full control effect
#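 U2OS cells were transduced with wild-type KCNH2 virus (2.03 x 10^8 / mL) for 4 h at room temperature, then cultured overnight at 37 C. Thallium flux was read with FluxOr dye. Rate constants were normalized to DMSO controls.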
# TSHR antagonist: antagonists of human thyroid stimulating hormone receptor; P16473; TSHR-expressing cells, TSH-stimulated cAMP HTRF, 2 h; active compounds read low; activity change, negative = inhibition, % at 11.5 µM; actives 0.2% (n = 330,000); AID 504810;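 active = activity change below a set negative limit, meaning inhibition stronger than a set level, cut at about -70% in these data; inconclusive = activity change between two set negative limits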; note: % is set by controls: 0 for no effect and ±100 for the full control effect
#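 TSHR-expressing cells were treated with compounds, then stimulated with TSH at EC80 (4nM final) for 2 hours at 37 deg C. Cellular cAMP was measured by HTRF competition between lysate cAMP and cAMP-d2 for a cryptate-labelled anti-cAMP antibody.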
# * marks the source's active call; other numbers are inactive results; i = inactive; ? = inconclusive; · = not tested or not shown; [ ] = remark or other dose. Unless noted, calls come from the whole dose curve; as a rule, active = well fitted curve in the direction sought with a large enough effect; inconclusive = small, poorly fitted or top-dose-only effect, or another doubt; inactive = no such curve, though single readings can be large; an effect the other way counts as inactive or inconclusive. Not all compounds are listed, so the mix of outcomes need not match the whole.
cpd | canonical_smiles | PKM2 act | Menin-MLL TR inh | Mito fusion yeast | BCR signal inh | Eya2 phos inh | USP2a inh | MBNL1 CUG block | S-ASM inh | GALK inh | KCNH2 WT inh | TSHR antagonist
1 | O=S1(=O)C=C(Sc2nc3cc(Cl)ccc3o2)c2ccccc21 | -3% | -22% | -16% | 6.3µM* | -1% | 0% | -2% | -1% | -3% | 14 | -78*
2 | CN(C)S(=O)(=O)c1ccc(N2CCCC2)c(C(=O)NC(c2ccccc2)c2ccccc2)c1 | -19% | -3% | -3% | ? | -3% | 0% | 4% | -6% | -1% | 10 | 25
3 | COc1ccc(N2C(=O)CCC(C(=O)N3CCOCC3)C2c2ccc(F)cc2)cc1 (stereo not drawn) | 1% | 7% | 0% | -2% | 11% | 0% | 0% | 0% | 0% | -12 | 4
4 | N#C/C(=C/c1cccs1)c1ccccn1 | -2% | · | 1% | ? | 7% | -2% | ? | 1% | · | -3 | -3
5 | Cc1c(-c2ccccc2)nc2ccccc2c1C(=O)Oc1ccc([N+](=O)[O-])cc1 | 5% | -7% | 0% | -1% | -12% | 4% | 7% | -10% | 1% | -87* | ?
6 | CCCN(C(=O)Cc1c(C(=O)O)n(C)c2ccccc12)c1cccc(C)c1 | · | 17% | -1% | 6% | 11% | 5% | -9% | 1% | 3% | 7 | 6
7 | CCOC(=O)COn1c2c(c3c4no[n+]([O-])c4ccc31)CCCC2 | 0% | -11% | 3% | ? | -5% | -1% | -5% | 0% | -1% | 12 | 2
8 | CC(C)C(=O)Nc1cccc(NC(=O)c2cccc(F)c2)c1 | -3% | 5% | -1% | -1% | -4% | 1% | 0% | 3% | -2% | 4 | -1
9 | Cc1nc[nH]c(=O)c1Br | 0% | -6% | -4% | -1% | 7% | 3% | -2% | 2% | 2% | -1 | 8
10 | COc1ccc(CCNC(=O)C2CCCN2C(=O)Nc2ccc(F)cc2)cc1OC (stereo not drawn) | -2% | -13% | 6% | 4% | -3% | 2% | -13% | 0% | -5% | 1 | 70
11 | CCCCCCC(=O)NNC(=O)c1c(O)c2ccccc2n(CC)c1=O | 1% | -20% | 1% | 2% | 2% | 7% | -18% | -3% | 1% | -1 | -46
12 | O=C(COC(=O)c1c(F)cccc1F)NCc1cccs1 | · | · | · | 0% | -4% | -3% | · | 0% | · | -4 | 2
13 | COc1ccc(NC(=O)C2CCCN(c3ncnc4onc(-c5ccc(F)cc5)c34)C2)cc1 (stereo not drawn) | · | 18% | 5% | -1% | 5% | -1% | 0% | -9% | -3% | 2 | -18
14 | O=C(NC1CC2CCCC(C1)N2C1CC1)NC12CC3CC(CC(C3)C1)C2 (stereo not drawn) | -10% | -14% | -2% | 9% | 24% | 1% | 1% | · | 1% | · | 5
15 | [O-][n+]1onc2c1CCC(=N/O)/C2=N\Nc1ccccc1 | 0% | · | -3% | ? | -6% | -1% | ? | · | 0% | · | -10
16 | CC(=O)Nc1ccc(S(=O)(=O)NCC2CCC(C(=O)NC3CCCCCC3)CC2)cc1 (stereo not drawn) | -6% | 11% | · | -3% | 0% | -2% | -3%[11.5 µM] | 2% | · | -4 | 12
17 | Cc1ccc(OCc2cc(C(=O)N3CCCC3)no2)cn1 | -2% | · | -1% | 0% | -1% | 2% | -4% | 3% | -6% | 3 | 8
18 | Cc1c(Cl)c([N+](=O)[O-])nn1CCCC(=O)Nc1c(C)n(C)n(-c2ccccc2)c1=O | 2% | 0% | -3% | 7% | 2% | 3% | 3% | 8% | 0% | 7 | -15
19 | O=C(O)Cc1ccc(NC(=O)CCN2C(=O)c3ccc([N+](=O)[O-])cc3C2=O)cc1 | -10% | 2% | -4% | 6% | 4% | -1% | ? | 1% | 5% | 6 | 1
20 | Cc1nnc(Sc2cc(NCCCO)c([N+](=O)[O-])c3nonc23)s1 | 27% | ? | -5% | ? | 7% | 9% | ? | -8% | 2% | -5 | -86*
21 | CCC(=O)c1ccc(OCCn2cnc3ccccc32)cc1 | 0% | -1% | 5% | -1% | -4% | 2% | -1% | -2% | 8% | 1 | -5
22 | CC(C)(C)c1ccc(-c2c(C#N)c(N)nc3c2CCCC3)s1 | 3% | -14% | 9% | 0% | 10% | 2% | 2% | 10% | · | -4 | -9
23 | CCOC(=O)C1CCCN(C(=O)CCn2nnnc2CN2CCOCC2)C1 (stereo not drawn) | 1% | 2% | 0% | 0% | 14% | 0% | -1% | 2% | 5% | -3 | 14
24 | Cc1ccccc1NS(=O)(=O)c1ccc(NC(=O)CSCc2ccc(Br)cc2)cc1 | 4% | -19% | -35%[inhibitor] | ? | -25% | -1% | ? | -10% | -2% | -14 | -12
25 | CCc1nnc(N/N=C/c2ccc(-c3ccc([N+](=O)[O-])cc3)o2)n1N | -19% | ? | -15% | ? | -3% | -2% | · | -12% | -1% | 2 | 25

# Ordered by heavy-atom count (rising): some entries from above.
cpd | canonical_smiles | PKM2 act | Menin-MLL TR inh | Mito fusion yeast | BCR signal inh | Eya2 phos inh | USP2a inh | MBNL1 CUG block | S-ASM inh | GALK inh | KCNH2 WT inh | TSHR antagonist
9 | Cc1nc[nH]c(=O)c1Br | 0% | -6% | -4% | -1% | 7% | 3% | -2% | 2% | 2% | -1 | 8
4 | N#C/C(=C/c1cccs1)c1ccccn1 | -2% | · | 1% | ? | 7% | -2% | ? | 1% | · | -3 | -3
15 | [O-][n+]1onc2c1CCC(=N/O)/C2=N\Nc1ccccc1 | 0% | · | -3% | ? | -6% | -1% | ? | · | 0% | · | -10
12 | O=C(COC(=O)c1c(F)cccc1F)NCc1cccs1 | · | · | · | 0% | -4% | -3% | · | 0% | · | -4 | 2
8 | CC(C)C(=O)Nc1cccc(NC(=O)c2cccc(F)c2)c1 | -3% | 5% | -1% | -1% | -4% | 1% | 0% | 3% | -2% | 4 | -1
7 | CCOC(=O)COn1c2c(c3c4no[n+]([O-])c4ccc31)CCCC2 | 0% | -11% | 3% | ? | -5% | -1% | -5% | 0% | -1% | 12 | 2
25 | CCc1nnc(N/N=C/c2ccc(-c3ccc([N+](=O)[O-])cc3)o2)n1N | -19% | ? | -15% | ? | -3% | -2% | · | -12% | -1% | 2 | 25
6 | CCCN(C(=O)Cc1c(C(=O)O)n(C)c2ccccc12)c1cccc(C)c1 | · | 17% | -1% | 6% | 11% | 5% | -9% | 1% | 3% | 7 | 6
5 | Cc1c(-c2ccccc2)nc2ccccc2c1C(=O)Oc1ccc([N+](=O)[O-])cc1 | 5% | -7% | 0% | -1% | -12% | 4% | 7% | -10% | 1% | -87* | ?

# New compounds follow.
cpd | canonical_smiles | PKM2 act | Menin-MLL TR inh | Mito fusion yeast | BCR signal inh | Eya2 phos inh | USP2a inh | MBNL1 CUG block | S-ASM inh | GALK inh | KCNH2 WT inh | TSHR antagonist
26 | COc1ccc(-c2[nH]n(-c3ccc([N+](=O)[O-])cc3)c(=O)c2C=NCCN2CCNCC2)cc1 | -14% | 55%[activator] | 1% | ? | -1% | 1% | -7% | · | -1% | · | -42
27 | CN1CCN(S(=O)(=O)c2ccc(C(F)(F)F)cc2)C(c2ccccc2)C1 (stereo not drawn) | · | · | 8% | -3% | 2% | 2% | · | 1% | · | -8 | -2
28 | Oc1ccc(/C=C/c2ccc3cccc(O)c3n2)cc1Br | · | ? | -8% | ? | 11% | 3% | -4% | 33%[activator] | -5% | 3 | -2
29 | O=c1oc2cc(Oc3c([N+](=O)[O-])cc(C(F)(F)F)cc3[N+](=O)[O-])ccc2c2c1CCCC2 | -3% | ? | 0% | ? | -2% | 2% | ? | i | -7% | 1 | 8
30 | O=C(NC1CCN(Cc2ccccc2)CC1)c1cncc(Br)c1 | -9% | 0% | -2% | 1% | 14% | 0% | -4% | 5% | -1% | 15 | 9

# High-throughput results: PubChem, National Center for Advancing Translational Sciences (NCATS)
